Pol iota inh: blocks human DNA polymerase iota activity; Pol iota fluorescent replication assay, 10 min; Potency, µM (top dose mostly 115 µM), inactives show at the highest dose activity, negative = inhibition, actives largely listed as inhibitors; Q9UNA4; 390,000 compounds, 1% hits; also: potency is read from the fitted curve at half-maximal effect
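Pol iota at 10 nM preincubated 15 min with compounds at room temperature; reaction started with fluorescent substrate, 50 nM final. Fluorescence read kinetically at 0 and 10 min; buffer-only wells as negative control.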
POLK inh: inhibitors of human DNA polymerase kappa; Q9UBT6; purified Pol kappa, fluorescent DNA synthesis assay, 10 min; Potency, µM (highest dose often 107 µM), inactives show at the highest dose activity, negative = inhibition, most hits filed as inhibitors; 400,000 compounds, 0.53% hits; also: potency is read from the fitted curve at half-maximal effect; % is scaled to controls: 0 for no effect and ±100 for the full control effect
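First, compounds were pin-transferred onto 10 nM Pol kappa. After 15 min at room temperature, substrate was added to 50 nM final. Fluorescence was then measured kinetically at 0 and 10 min.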
POLH inh: blocks human DNA polymerase eta activity; Q9Y253; recombinant Pol eta, fluorescent DNA replication assay; Potency, µM (highest dose often 114 µM), inactives show at the highest dose activity change, negative = inhibition, most hits filed as inhibitors; 390,000 compounds, 1.2% hits; AID 588591; also: potency is read from the fitted curve at half-maximal effect; % is scaled to controls: 0 for no effect and ±100 for the full control effect
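Pol eta (10 nM) was preincubated with compounds for 15 min at room temperature, after which fluorescent replication substrate (50 nM final) was added to start the reaction. Fluorescence was read kinetically at 0 and 10 min.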
BLM helicase inh: Bloom syndrome helicase (human) inhibition; P54132; recombinant BLM DNA unwinding, fluorescence dequenching; Potency, µM (titrated, usually from 56.1 µM), for the others: at the highest dose activity change, negative = inhibition, usual class: inhibitors; 350,000 compounds, 0.2% hits; AID 2528;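 also: potency is read from the fitted curve at half-maximal effect; plate controls were vehicle for no effect and no enzyme for full effect; nearly all actives have a fitted effect of over 35% in size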
Target sequence (P54132 whole entry, looked up): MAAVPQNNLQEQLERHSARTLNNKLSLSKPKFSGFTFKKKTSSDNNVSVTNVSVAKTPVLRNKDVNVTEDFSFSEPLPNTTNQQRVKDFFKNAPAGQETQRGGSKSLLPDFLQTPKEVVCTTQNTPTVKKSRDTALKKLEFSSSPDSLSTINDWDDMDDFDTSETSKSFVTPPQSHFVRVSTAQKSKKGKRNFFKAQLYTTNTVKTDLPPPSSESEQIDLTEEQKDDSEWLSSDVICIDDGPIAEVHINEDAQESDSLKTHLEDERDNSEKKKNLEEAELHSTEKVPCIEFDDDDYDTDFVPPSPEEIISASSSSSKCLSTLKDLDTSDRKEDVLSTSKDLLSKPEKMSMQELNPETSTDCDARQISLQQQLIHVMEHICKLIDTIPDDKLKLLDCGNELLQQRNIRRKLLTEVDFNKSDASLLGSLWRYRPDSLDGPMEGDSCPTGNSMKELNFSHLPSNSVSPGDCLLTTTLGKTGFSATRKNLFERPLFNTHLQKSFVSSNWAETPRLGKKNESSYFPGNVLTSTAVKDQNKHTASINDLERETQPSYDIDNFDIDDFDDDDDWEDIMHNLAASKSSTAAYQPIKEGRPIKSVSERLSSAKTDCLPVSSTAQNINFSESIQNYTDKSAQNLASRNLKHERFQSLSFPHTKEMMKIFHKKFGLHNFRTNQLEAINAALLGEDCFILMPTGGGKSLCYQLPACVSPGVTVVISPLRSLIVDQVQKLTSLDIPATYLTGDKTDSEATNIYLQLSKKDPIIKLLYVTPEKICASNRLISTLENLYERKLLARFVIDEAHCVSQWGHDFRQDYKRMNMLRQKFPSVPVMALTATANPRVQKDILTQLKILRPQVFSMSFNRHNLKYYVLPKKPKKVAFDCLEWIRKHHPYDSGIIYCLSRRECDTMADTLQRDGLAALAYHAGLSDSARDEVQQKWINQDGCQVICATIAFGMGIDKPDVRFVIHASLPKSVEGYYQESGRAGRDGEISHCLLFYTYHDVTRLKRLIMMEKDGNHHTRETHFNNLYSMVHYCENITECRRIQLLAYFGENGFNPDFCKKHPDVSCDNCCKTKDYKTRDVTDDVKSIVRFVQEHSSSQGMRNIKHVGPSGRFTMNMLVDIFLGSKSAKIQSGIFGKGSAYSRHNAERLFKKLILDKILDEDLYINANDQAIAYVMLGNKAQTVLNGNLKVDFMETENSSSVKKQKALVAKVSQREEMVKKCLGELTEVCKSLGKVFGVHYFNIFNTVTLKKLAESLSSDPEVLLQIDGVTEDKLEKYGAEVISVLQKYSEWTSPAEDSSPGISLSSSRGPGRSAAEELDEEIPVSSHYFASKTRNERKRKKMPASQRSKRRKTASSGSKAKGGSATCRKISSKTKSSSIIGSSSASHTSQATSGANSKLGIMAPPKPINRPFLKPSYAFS
APE1 inh: APE1 (human) endonuclease inhibition; P27695; recombinant APE1, TAMRA/BHQ-2 abasic DNA cleavage fluorescence; Potency, µM (doses to about 65.8 µM), for inactives: at the top dose activity change, negative = inhibition, most hits filed as inhibitors; 350,000 compounds, 0.35% hits;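 also: potency is read from the fitted curve at half-maximal effect; plate controls were vehicle for no effect and reference inhibitor for full effect; nearly all actives have a fitted effect of over 55% in size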
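Kinetic fluorescence read (525 ex/598 em nm, three reads 60 s apart) of AP-site incision; signal = third minus first read. Enzyme 0.75 nM, dual-labelled THF duplex 50 nM, compound preincubation 15 min RT.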
LDHA inh: LDHA (human) enzyme inhibition. activity change, % (values are at about 110 or 230 µM). P00338. 480,000 compounds, 0.15% hits. purified LDHA, NADH/diaphorase-resazurin fluorescence; active compounds read low; in the data active = activity change below about -30%; inconclusive = mostly about -25% to -30%;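 also: plate controls were DMSO wells for no effect and wells without enzyme for full effect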
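Human LDH5 (2 nM) was incubated with 0.06 mM NADH and 0.2 mM pyruvate for 5 min at room temperature in Tris pH 7.4. Remaining NADH was coupled through diaphorase/resazurin, and resorufin fluorescence was read at 0 and 20 min.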
Pol beta inh: blocks human DNA polymerase beta activity; Potency, µM (doses to about 114 µM), for inactives: at the highest dose activity change, negative = inhibition, actives largely listed as inhibitors; AID 485314; P06746; Pol beta primer extension/strand displacement, fluorescence kinetic; 340,000 compounds, 1.3% hits; also: potency is read from the fitted curve at half-maximal effect; % is scaled to controls: 0 for no effect and ±100 for the full control effect
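Human Pol beta at 10 nM; strand-displacement substrate 50 nM final. Compound exposure 15 min at room temperature before start, reaction 10 min at room temperature.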
Glioma ERSR ind: ER stress response induction in glioma. U87-MG GRP78 promoter luciferase reporter, 16 h. Potency, µM, without a hit: at the top dose activation, actives largely listed as activators. 420,000 compounds, 0.02% hits; also: potency is read from the fitted curve at half-maximal effect; series mostly up to about 76 µM; % of control where 0% means no effect; nearly all actives have a fitted effect of over 35% in size
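ERSR induction read as luciferase luminescence (Bright-Glo, 10 min at room temperature) in stably transfected human U87-MG glioma cells exposed to compounds for 16 h, using GRP78 as sensor.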
Apoferritin bind: binds horse apoferritin like a general anesthetic; Potency, µM (titrated, usually from 77.5 µM), without a hit: top-dose activity change, negative = displacement, usual class: inhibitors; apoferritin/1-aminoanthracene competitive binding, fluorescence; AID 485281; 350,000 compounds, 0.074% hits; P02791; also: potency is read from the fitted curve at half-maximal effect; % is scaled to controls: 0 for no effect and ±100 for the full control effect; nearly all actives have a fitted effect of over 20% in size
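Steps: apoferritin (10 uM) was premixed with half-saturated 1-AMA in PBS, compounds were pin-transferred, plates stood 10 min at room temperature, fluorescence was read at 380/535 nm, and curves were fitted with a Hill equation.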
* = called active by the depositor; ? = inconclusive; · = not tested or not shown; & = joins results of further samples; [ ] = dose if it differs, or a comment. Unless noted, calls follow the shape of the dose curve; as a rule, active = well fitted curve in the direction sought with a large enough effect; inconclusive = small, poorly fitted or top-dose-only effect, or another doubt; inactive = no such curve, though single readings can be large; an effect the other way counts as inactive or inconclusive. Only part of the results is shown; count on the stated rates, not on these rows.

SMILES	Pol iota inh	POLK inh	POLH inh	BLM helicase inh	APE1 inh	LDHA inh	Pol beta inh	Glioma ERSR ind	Apoferritin bind
CCc1ccc2nc(N3C(=O)C(O)=C(C(=O)c4ccco4)C3c3cccs3)sc2c1 (stereo unspecified)	?	-13%	-9%	-18%	-7%	1	?	2%	-13%
CC1C(c2ccccc2)C(C#N)(C#N)C2(C#N)C(=O)NC1(N)C2C (stereo unspecified)	23%	0%	-10%	0%	-7%	-2	3%	-4%	-1%
CCOC(=O)Nc1ccc2c(c1)N(C(=O)CCN(CC)CC)c1ccccc1CC2	-16%	6%	-7%	-5%	28%	-5	29%	?	-14%
Cc1ccc(-n2c(C)cc(/C=N/NC(=O)CC3(C)OCCO3)c2C)cc1	14%	5%	-15%	1%	1%	5	7%	4%	7%
O=S(=O)(Nc1ccc2nc(C(F)(F)F)[nH]c2c1)c1ccccc1	16%	-7%[60.1 µM]	-9%	0%	-5%	2	16%	-2%	?
CC(=O)NCCNC(=O)c1cccc(NS(=O)(=O)c2ccc3c(c2)OCCO3)c1	?	1%	-13%	·	-2%	-8	·	-1%	·
CN(C)CCCOC(=O)N1c2ccccc2C=Cc2ccccc21	?	-7%	-10%	0%	52%[activator]	-11	8%	1%	-3%
N#C/C(=C\c1cn(CC(=O)O)c2ccccc12)C(=O)NCc1ccccc1	-6%	-10%	8%	-10%	20%	-1	26%	1%	-15%
COC(=O)c1ccccc1NC=C1C(=O)OC2(CCCCC2)OC1=O	-12%	-2%	-18%	-2%	-6%	2	1%	-5%	-7%
Cc1cc(=O)[nH]c(SCC(=O)Nc2nc3c(s2)CCCC3)n1	10%	1%	-15%	-1%	0%	8	12%	5%	?
Cc1nc(SCC(=O)N2CCCCCC2)[nH]c(=O)c1C	-8%	-9%	-12%	·	-12%	-1	·	-1%	·
N#Cc1cnn(-c2cccc(Cl)c2)c1-n1cccc1	49%[activator]	0%	-17%	-4%	2%	-11	-1%	-8%	-16%
CN(c1ccccc1C(=O)Nc1cccc(Cl)c1Cl)S(C)(=O)=O	30%[activator]	-5%	-1%	-3%	-3%	-9	1%	-4%	-13%
COc1ccccc1C(=O)Nc1ccc(C)c(S(=O)(=O)N2CCCCC2)c1	31%[activator]	-5%	-19%	·	15%	0	·	-1%	·
O=C(NNC(=O)c1ccc2ccccc2c1O)NC1CCCCC1	10%	-4%	7%	-1%	1%	7	56%	3%	0%
CCOC(=O)/C(C#N)=C1/C=CN(Cc2ccccc2)C=N1	1%	-4%	4%	0%	3%	-4	4%	-1%	0%
Cc1cccc(Nc2nc3c(S(=O)(=O)c4ccccc4)nnn3c3ccccc23)c1C	15%	7%	?	-15%	1%	-5	30%	-3%	3%
O=C(Nc1cccc(Cl)c1N1CCCC1)c1cc2ccccc2o1	1%	-12%	?	-1%	-3%	-2	12%	4%	2%
CCCN(C(=O)c1cc(S(=O)(=O)N2CCCCC2)ccc1Cl)C1CCS(=O)(=O)C1 (stereo unspecified)	-8%	-5%	-3%	2%	4%	0	-20%	-3%	-14%
CCOc1ccc(CNC(=O)c2cnc(SC)nc2CC)cc1	5%	-3%[60.1 µM]	·	-1%	·	-1	?	·	-15%
COC(=O)COC(=O)CC(CC(N)=O)c1ccccc1 (stereo unspecified)	35%[activator]	-2%	-11%	0%	0%	0	3%	-2%	-9%
CC(=O)OC1CC[C@]2(C)C(CC(OC(C)=O)[C@@]3(C)C4=CC(=O)OC(c5ccoc5)[C@]4(C)CCC23)C1(C)C (stereo partly specified)	·	-12%&-16%&-16%[60.1 µM]	·	-6%&-3%&-8%	2%&11%&15%	·	·	?	-13%&-9%&-23%
Cn1c(NC(=O)c2ccco2)c(-c2ccccc2Cl)c(=O)c2ccccc21	-6%	1%	-5%	-1%	-1%	2	6%	-2%	-8%
CC1CN(c2c3c(nc4ncnn24)CCCC3)CC(C)O1 (stereo unspecified)	6%	4%	-12%	0%	-2%	3	-11%	-3%	0%
Cc1ccc(NC(=O)CSc2nnnn2C)cc1S(=O)(=O)N(C)C	21%	-21%	2%	2%	6%	-3	0%	4%	-1%

As a working copy, 3 of the compounds above.
SMILES	Pol iota inh	POLK inh	POLH inh	BLM helicase inh	APE1 inh	LDHA inh	Pol beta inh	Glioma ERSR ind	Apoferritin bind
O=C(Nc1cccc(Cl)c1N1CCCC1)c1cc2ccccc2o1	1%	-12%	?	-1%	-3%	-2	12%	4%	2%
CCCN(C(=O)c1cc(S(=O)(=O)N2CCCCC2)ccc1Cl)C1CCS(=O)(=O)C1 (stereo unspecified)	-8%	-5%	-3%	2%	4%	0	-20%	-3%	-14%
CCOc1ccc(CNC(=O)c2cnc(SC)nc2CC)cc1	5%	-3%[60.1 µM]	·	-1%	·	-1	?	·	-15%

Remaining list, next part.
SMILES	Pol iota inh	POLK inh	POLH inh	BLM helicase inh	APE1 inh	LDHA inh	Pol beta inh	Glioma ERSR ind	Apoferritin bind
C(=N\Nc1nc2ccccc2[nH]1)/c1ccccc1	67%[activator]	-15%	-4%	-7%	11%	-4	20%	0%	-12%
CSc1nc2ccccc2n1Cc1cccc([N+](=O)[O-])c1	8%	-5%	-9%	-5%	2%	-3	14%	-4%	-8%
COc1ccc(S(=O)(=O)Nc2ccc3c(c2)n(C)c(=O)n3C)cc1	?	6%	-13%	-2%	-3%	-4	84%	-5%	-2%
C[C@@H](Nc1nc(-c2ccccc2)nc2c1oc1ccccc12)C(=O)O	6%	8%	-10%	1%	10%	-5	1%	1%	-10%
COC(=O)c1sccc1NC(=O)COc1ccccc1Cl	-6%	-11%	-12%	-1%	12%	-6	34%	0%	3%
CCCc1cc(-c2[nH]ncc2-c2ccc(C(=O)OCC)o2)c(O)cc1O	12%	-15%	-8%	-7%	-1%	-1	3%	-1%	-17%
CCOC(=O)c1[nH]c(C)c(C(=O)Nc2ccc(C)c(Cl)c2)c1C	4%[58.9 µM]	-9%	-15%	3%	12%	1	37%	1%	-14%
CCC(c1nnc(SCC(=O)Nc2cc(Cl)ccc2C#N)n1C1CCCCC1)N(C)C (stereo unspecified)	-12%	-12%	-9%	-9%	10%	-10	0%	-1%	-23%
Cc1noc(C)c1C(=O)NCCC1=CCCCC1	?	-7%	-12%	-2%	7%	-11	6%	4%	2%
O=C(c1ccco1)N1CCc2[nH]nc(-c3ccccc3)c2C1	27%	-1%	-9%	-1%	-44%	-1	26%	-10%	-6%
COc1ccc(CCNC(=O)C(C)n2nc(C)c3c(C)n(-c4ccc(C)cc4)nc3c2=O)c(OC)c1 (stereo unspecified)	20%	1%	-15%	0%	77%[activator]	0&-11	32%	-2%	?
COc1cc(OC)c(OC)cc1/C=C/c1cc(C(=O)O)c2ccccc2n1	28%	-18%	-19%	-4%	18%	-6	-3%	-3%	0%
COc1ccc2[nH]c(=O)c(CN(C)C(=O)COc3ccccc3)cc2c1	6%	-13%	-11%	2%	0%	3	0%	3%	-5%
Cc1onc(-c2c(Cl)cccc2Cl)c1C(=O)NCc1ccc(S(N)(=O)=O)cc1	-10%	15%	-11%	2%	-4%	1	14%	0%	-3%
O=C(O)C1CSC2(c3ccc(F)cc3)CCC(=O)N12 (stereo unspecified)	13%	-20%	0%	2%	1%	-1	-2%	0%	-8%
Clc1ccc(-c2nc3cnccn3c2NC2CCCC2)cc1	6%	-11%	-7%	-6%	-3%	0	-10%	1%	877%[activator]
Cc1ccc(NC(=O)c2ccc(OCC3CCCO3)cc2)nc1 (stereo unspecified)	32%[activator]	-2%	-9%	·	-10%	-1	·	-9%	·
COc1ccccc1-c1nc2cc3ccccc3cc2nc1-c1ccccc1	30%	-4%	-18%	-17%	-6%	-3	-9%	-1%	-6%
CCOC(=O)c1c(NC(=O)CSc2nnnn2CC)sc(C)c1C	7%	-9%	-6%	-6%	-11%	-1	32%	0%	-24%
O=C(NC(=S)N1CCN(c2nc(-c3ccccc3)cs2)CC1)c1cncc(Br)c1	-2%	-14%	-1%	-5%	1%	-6	-2%	1%	-16%
Cc1ccc2c(c1)N(CCC(=O)NCc1ccc3c(c1)OCO3)C(=O)CO2	6%	6%	-12%	-1%	18%	0	59%	-4%	-15%
COCCn1c(=O)c(C)nc2cnc(Oc3ccc(OC)cc3)nc21	·	2%[60.1 µM]	·	-2%	-1%	·	·	-1%	·
CCOC(=O)/C(=N\Nc1ccc(Br)cc1)N1CCN(c2ccccc2OC)CC1	107%[activator]	-23%	-14%	-3%	-4%	-3	-9%	-7%	-10%
COc1cc(NS(=O)(=O)c2ccc3oc(=O)c4ncn(C)c4c3c2)cc(OC)c1	17%	4%	-10%	3%	·	16	-8%	5%	-17%
CCOC(=O)c1ccccc1NC(=O)N1CCC(CN2CCCCC2)CC1	-7%	5%	6%	4%	·	0	0%	-2%	6%
CCC(CC)Nc1ccc(C(CC(N)=O)NC(=O)c2ccccc2)cc1[N+](=O)[O-] (stereo unspecified)	23%	4%	-3%	0%	7%	-1	-1%	3%	?
CCc1nn(CCCC(=O)NCc2ccc(C)cc2)c(=O)c2cc3occc3n12	3%&25%	6%&-12%	-8%&0%	2%&5%	10%	2&-3	68%&3%	-4%&-4%	-9%&-8%
COCCN(Cc1ccc(C)c(Br)c1)C(=O)Cn1cnc(S(=O)(=O)N2CCCC2)c1	-18%	2%	-7%	2%	33%	0	0%	-2%	-4%
Cc1cc(C)cc(OCC(=O)NNC(=O)c2ccoc2C)c1	-3%	7%	-10%	-4%	9%	-3	14%	-1%	-6%
CCOC(=O)CC1=C(C(=O)OCC)C(c2cccnc2)C(C#N)=C(N)O1 (stereo unspecified)	22%	-1%	-5%	-1%	1%	-7	6%	0%	-4%

Complete entries, looked up by structure. Screens in order: Pol iota inh | POLK inh | POLH inh | BLM helicase inh | APE1 inh | LDHA inh | Pol beta inh | Glioma ERSR ind | Apoferritin bind
CCOC(=O)c1c(NC(=O)CSc2nnnn2CC)sc(C)c1C is entered as 7% | -9% | -6% | -6% | -11% | -1 | 32% | 0% | -24%
O=C(NC(=S)N1CCN(c2nc(-c3ccccc3)cs2)CC1)c1cncc(Br)c1 is entered as -2% | -14% | -1% | -5% | 1% | -6 | -2% | 1% | -16%
